Compound activity deposited in PubChem by several laboratories.
NOD2 RIPK2 PPI = inhibitors of human NOD2-RIPK2 interaction | 360,000 tested, 0.38% active | O43353 | inhibition, % at 4.98 µM | CHO BLA complementation NOD2-RIPK2, CCF4 ratio; in the data active means inhibition above about 21%;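 further: 0% = vehicle only and 100% = reference blocker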
Vif inh = blocks HIV Vif function | inhibition, % at 7.49 µM | 340,000 tested, 0.35% active | AID 602346 | HEK293T cells, Vif self-association by quenched fluorescence, imaging, 24 h; in the data active means inhibition above about 50%, passing the limit was not always enough; further: some results filed as inactive read as strong as hits
SRC1 inh = inhibits human SRC1 coactivator. Q15788. HEK293 GAL4-SRC1 luciferase reporter, luminescence. inhibition, % at 3.6 µM. 360,000 tested, 0.12% active. AID 588354;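 active means inhibition above the campaign mean plus 3 SD, with each screening campaign given its own cutoff, cut at about 60% in these data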;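 further: 0% = DMSO treated cells and 100% = gossypol at 36 µM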
NCOA3 inh = inhibits human SRC3 coactivator; Q9Y6Q9; HEK293 GAL4-SRC3 luciferase reporter, luminescence; inhibition, % at 3.6 µM; 360,000 tested, 0.17% active; AID 588352;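 active means inhibition above a per-campaign cutoff, the mean of all compounds plus 3 SD, cut at about 60% in these data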;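 further: 0% = DMSO-treated cells and 100% = gossypol-treated cells at 36 µM; higher means less SRC3-driven luciferase light from the GAL4 reporter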
TRAIL sens C8 = caspase-8 TRAIL sensitization; 360,000 tested, 1% active; inhibition (viability loss, TRAIL sensitization), % at 10 µM; NB7+C8 cells + TRAIL, ATPlite viability luminescence;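 active means compounds causing at least 50% loss of cell viability in the single-dose screen, relative to plate controls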
LMP1 NFkB inh = inhibitors of Epstein-Barr LMP1-induced NF-kappaB reporter. LMP1-induced NF-kappaB luciferase reporter cells, luminescence. 350,000 tested, 0.69% active. inhibition, % at 12.5 µM; in the data active means inhibition above about 41%;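 further: 0% = neutral control wells and 100% = reference inhibitor control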
TLR9-MyD88 inh = TLR9-MyD88 interaction inhibition. inhibition, % at 4.98 µM. CHO BLA complementation TLR9-MyD88, CCF4 FRET ratio. 340,000 tested, 0.21% active;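 active means inhibition above the mean over all tested compounds plus 3 SD, cut at about 21% in these data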;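 further: 0% = DMSO only wells and 100% = clavulanate BLA inhibitor control wells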
SRC2 inh = inhibits human steroid receptor coactivator 2; Q15596; HEK293 GAL4-SRC2 luciferase reporter, luminescence; inhibition, % at 9 µM; 370,000 tested, 0.17% active; AID 651957;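 active means inhibition above the mean inhibition of all tested compounds plus 3 SD, set per campaign, cut at about 52% in these data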;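 further: 0% = DMSO treated cells and 100% = cells given Gossypol at 36 µM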
NR2F2 inh = blocks human COUP-TFII nuclear receptor | AID 686940 | 370,000 tested, 0.7% active | HEK293T NGFI-A luciferase reporter, luminescence | P24468 | inhibition, % at 8.6 µM;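 active means inhibition above a per-plate cutoff, mean inhibition of test wells between control levels plus 3 SD, cut at about 38% in these data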;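 further: cells cotransfected with COUP-TFII expression vector driving the NGFI-A reporter; 0% = median of COUP-TF2 test wells and 100% = reporter-only cells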
Target sequence (P24468 whole entry, looked up): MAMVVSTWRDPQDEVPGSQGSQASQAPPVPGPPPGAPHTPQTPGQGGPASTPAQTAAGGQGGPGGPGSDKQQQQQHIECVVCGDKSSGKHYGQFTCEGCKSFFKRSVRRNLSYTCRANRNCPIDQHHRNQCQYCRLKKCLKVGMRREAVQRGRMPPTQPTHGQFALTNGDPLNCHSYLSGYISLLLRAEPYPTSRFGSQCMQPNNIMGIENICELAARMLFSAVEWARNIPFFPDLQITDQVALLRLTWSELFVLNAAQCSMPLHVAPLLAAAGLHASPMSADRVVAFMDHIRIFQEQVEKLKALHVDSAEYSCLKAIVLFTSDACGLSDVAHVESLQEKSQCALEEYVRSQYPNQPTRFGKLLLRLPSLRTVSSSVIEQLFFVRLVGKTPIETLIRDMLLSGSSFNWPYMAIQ
LRH-1 inv ag = inverse agonists of human LRH-1 (NR5A2) | O00482 | HEK293T StAR-luciferase reporter, LRH-1 transfected, 24 h | inhibition, % at 3.6 µM | 360,000 tested, 0.13% active | AID 602396;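 active means inhibition above the mean inhibition of all tested compounds plus 3 SD, cut at about 73% in these data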;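 further: 0% = DMSO wells and 100% = reporter-only cells lacking LRH-1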
Target sequence (O00482 whole entry, looked up): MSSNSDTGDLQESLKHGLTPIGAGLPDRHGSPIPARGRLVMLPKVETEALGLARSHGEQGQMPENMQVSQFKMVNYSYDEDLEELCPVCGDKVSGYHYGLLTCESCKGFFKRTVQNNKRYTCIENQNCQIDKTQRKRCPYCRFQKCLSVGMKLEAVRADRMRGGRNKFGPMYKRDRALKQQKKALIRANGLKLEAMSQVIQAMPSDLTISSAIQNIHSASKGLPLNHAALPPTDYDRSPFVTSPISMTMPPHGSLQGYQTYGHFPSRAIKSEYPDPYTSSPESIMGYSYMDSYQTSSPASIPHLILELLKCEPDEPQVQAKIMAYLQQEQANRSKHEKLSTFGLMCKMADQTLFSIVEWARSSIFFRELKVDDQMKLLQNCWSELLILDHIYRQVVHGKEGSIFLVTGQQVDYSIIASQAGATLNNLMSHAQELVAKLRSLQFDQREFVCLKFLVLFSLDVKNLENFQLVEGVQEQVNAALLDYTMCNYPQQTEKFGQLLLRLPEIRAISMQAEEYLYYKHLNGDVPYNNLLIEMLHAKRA
TROY signal inh = blocks TROY-dependent signaling in reporter cells; Q293 LMP1-TROYcd NF-kB luciferase reporter, 4 h; inhibition, % at 10 µM; 360,000 tested, 0.98% active; AID 1347056;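 active means compounds whose plate-normalised and pattern-corrected inhibition of the luciferase reporter signal at the single screening dose is 50% or more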
* = called active by the depositor; . = no result given. The list is partial (hit frequency here may not be typical).

Screens in order: SRC1 inh	TRAIL sens C8	TLR9-MyD88 inh	NCOA3 inh	TROY signal inh	NOD2 RIPK2 PPI	Vif inh	SRC2 inh	LRH-1 inv ag	NR2F2 inh	LMP1 NFkB inh
[1] CCN(C(=O)Cn1c(=O)n(Cc2ccccc2)c(=O)c2ccccc21)c1cccc(C)c1
→ 13	-12	-1	-5	3	12	1	-1	17	8	-11
[2] O=S(=O)(NCc1ccccc1)c1ccc(S(=O)(=O)NCC2CCCO2)cc1 (stereo not drawn)
→ -11	-5	-3	-4	-7	-2	-1	-18	15	-10	9
[3] COC(=O)N1C(=O)[C@](c2ccccc2)(C(C)C)N1C(=O)OC
→ -10	-9	-3	-14	-5	-6	-5	4	-11	-36	8
[4] Cc1cc2ncc(-c3cccs3)nc2cc1C
→ -73	69*	2	-64	12	-4	7	-34	-65	-15	-25
[5] O=C(Nc1cccc(S(=O)(=O)N2CCCC2)c1)c1cncc(Br)c1
→ 9	9	11	-4	-31	-6	-9	7	-1	14	6
[6] CC(=O)c1ccc(NC(=O)CCc2c(C)nc3ncnn3c2C)cc1
→ -65	10	5	-44	-30	5	4	-46	-22	-27	-23
[7] COc1ccccc1-n1c(SC)nc(O)cc1=O
→ -15	-2	11	8	-12	-6	5	20	1	7	-1
[8] COc1cc(Br)cc2cc(C(=O)N3CCN(c4ccccn4)CC3)c(=O)oc12
→ -1	5	2	10	-5	-5	-2	-6	-12	-14	0
[9] O=c1c2cc(-c3ccccc3)sc2nc2n1N=C(c1ccccc1)CS2
→ -78	22	4	-13	-18	-4	-4	-15	0	-3	-32
[10] O=C(CSCc1ccc(F)cc1)NCc1ccc2c(c1)OCO2
→ -3	-7	-4	3	15	-3	-1	1	3	-10	-6
[11] O=C(C1CCN(Cc2ccc(F)cc2)CC1)N(CCc1ccccc1)Cc1ccccc1
→ -13	16	0	12	-2	-1	0	24	-29	-6	-74
[12] NC(=O)c1cc2ccccc2o/c1=N\NC(=O)c1ccccc1O
→ 11	-7	-3	5	4	5	35	-26	3	-17	-6
[13] CCc1cc2c(=O)c(-c3nc4ccccc4n3C)coc2c(CN2CCCC(C)C2)c1O (stereo not drawn)
→ -18	1	-13	-4	7	8	13	5	-6	6	13
[14] Cc1cc(C)c2nc(NC(=O)c3ccc([N+](=O)[O-])o3)sc2c1
→ 13	11	-1	6	-20	2	-1	-56	48	23	-1
[15] Cn1cc2c(=O)n(/N=C/c3ccccc3)cnc2n1
→ -26	-3	-10	-5	9	-4	1	-22	-5	4	6
[16] CN(C)C=Nc1ccc([N+](=O)[O-])c2ccccc12
→ 0	-3	12	-1	-4	-2	-2	10	-2	11	-3
[17] CCOC(=O)Cc1ccc(Nc2nc3cc(-c4ccccc4C)sc3c(=O)n2C)cc1
→ -1	11	.	-16	21	-20	-2	21	-4	18	.
[18] CC(OC(=O)C1CCCC1)C(=O)Nc1ncc(Cl)cc1Cl (stereo not drawn)
→ -14	-3	6	-11	3	-1	-3	-22	0	-12	-3
[19] CCCN(CC(=O)Nc1ccccc1C)C(=O)C1CCN(S(=O)(=O)c2ccc3c(c2)OCCO3)CC1
→ -7	5	-5	-16	-24	0	-11	1	24	0	-12
[20] CCNC(=O)c1nc[nH]c1C(=O)NCC
→ -5	10	-6	0	-18	-6	3	3	11	-5	-5
[21] CCOc1ccccc1Nc1nnc(SC(C)C(=O)Nc2nc(-c3ccccc3)cs2)s1 (stereo not drawn)
→ -47	41	3	-83	-14	4	-5	-27	-74	7	-3
[22] O=C(O)C1CCCC[C@H]1C(=O)Nc1ncc([N+](=O)[O-])s1 (stereo partly drawn)
→ 5	-18	-1	5	-19	-11	-2	-24	0	-10	-4
[23] C[C@H](CO)N1C[C@H](C)[C@@H](CN(C)C)Oc2c(NS(=O)(=O)c3cn(C)cn3)cccc2C1=O
→ -13	-2	-8	8	-11	-24	.	23	-5	1	1
[24] Cc1ccc(C(=O)N(C)c2nnc(-c3ccncc3)s2)cc1
→ -41	10	-9	-29	-26	11	-2	-29	-45	12	-15
[25] Clc1c(CSc2nc3ccccc3o2)nc2ccccn12
→ -121	5	-2	-129	-26	-7	.	-42	-147	-41	-8
[26] CCn1c(SCC(=O)Nc2cc(NC(C)=O)ccc2OC)nnc1-c1ccccn1
→ 9	-1	2	-14	-4	-12	0	-12	5	4	3
[27] N#CC(C(=O)C1CCCCC1)c1nc2ccccc2[nH]1 (stereo not drawn)
→ -11	11	-4	-6	-27	-5	-4	-14	-13	-26	-11
[28] O=C(Nc1cccc(Cl)c1N1CCCCC1)c1ccc2c(c1)OCCO2
→ -3	-11	-8	20	2	5	15	-16	-2	10	-4
[29] CCOC(=O)c1ccc(NC(=O)c2cccc(S(=O)(=O)N3CCN(C(C)=O)CC3)c2)cc1
→ 6	-15	-7	4	3	-5	5	4	11	10	-5
[30] Cc1c(C(=O)NCc2ccc(Cl)c(Cl)c2)sc(=O)n1Cc1ccc(S(C)(=O)=O)cc1
→ 5	6	.	-4	38	2	-5	13	13	85*	.
[31] CCC1(c2ccc(F)cc2)NC(=O)N(CC(=O)N2CC(=O)Nc3ccccc32)C1=O (stereo not drawn)
→ -5	8	-8	5	-1	0	-3	-4	8	-17	12
[32] Nn1c(SCC(=O)Nc2cccc(F)c2)nnc1C1CCCCC1
→ -5	4	4	2	-21	5	-6	-8	9	10	1
[33] Cc1nn(Cc2ccccc2)c2sc(C(=O)N3CCN(Cc4ccc5c(c4)OCO5)CC3)cc12
→ -11	-4	4	-1	2	1	6	-15	0	3	1
[34] O=C(c1ccc(F)cc1)C1CCN(C(=S)Nc2ccccc2)CC1
→ -16	-26	-4	-2	-11	-8	-1	14	-3	8	5
[35] FC(F)(F)c1cccnc1-n1cncn1
→ 9	-13	3	-2	-12	-3	-1	-46	-5	4	-6
[36] C=CCn1sc(N)c(C(=O)OCC)c1=S
→ -25	3	1	18	6	0	6	-11	9	-13	4
[37] CS(=O)(=O)N(CC(=O)NCc1cccnc1)Cc1ccc(Cl)cc1
→ 8	-12	-6	-10	14	5	.	-25	-7	4	-4
[38] Cc1cc(N2CCOCC2)nc(SCc2c(Cl)cccc2Cl)n1
→ -9	-6	4	1	19	2	-5	2	-12	-1	3
[39] COc1cc(CO)c(Br)cc1OCC(=O)Nc1ccccc1C
→ -52	1	-6	3	0	1	1	-20	-32	7	-7
[40] COc1ccccc1N1CCN(S(=O)(=O)c2ccc3c(c2)NC(=O)C(C)S3)CC1 (stereo not drawn)
→ -2	3	-1	-1	15	3	-5	-1	18	13	2
[41] Cc1cc(NC(=O)C2CCCC2)nc2c1c(=O)oc1ccccc12
→ 10	71*	2	7	-25	2	.	3	-5	13	-6
[42] CCOc1ccc(C(=O)Nc2cc(-c3nc4ccccc4[nH]3)ccc2Cl)cc1[N+](=O)[O-]
→ -23	11	-7	-1	13	4	3	-14	-5	-4	-7
[43] COc1ccccc1NS(=O)(=O)c1cc(N)ccc1N1CCCCC1
→ 0	3	-4	-5	-10	-5	1	17	-22	8	-14
[44] COc1ccc(C(=O)N/C(=C/c2cccs2)c2nc3ccccc3[nH]2)cc1OC
→ -1	-1	1	22	-1	-17	-3	-33	13	-4	-5
[45] CCC(=O)Nc1ccc(Cl)c(NC(=O)C(C)C)c1
→ 1	1	6	-2	-4	0	7	-21	-22	0	-6
[46] O=C(COC(=O)c1nc(Cl)ccc1Cl)NC1CCCCC1
→ -3	-7	-4	-1	4	-8	1	21	-23	-10	1
[47] CC(C)[C@H](NC(=O)c1ccccc1Br)C(=O)OCc1nc2ccsc2c(=O)[nH]1
→ 1	-7	6	10	7	1	2	-4	18	10	-6
[48] Cc1ccc(NC(=O)COC(=O)CNC(=O)c2ccco2)cc1
→ 6	0	1	0	1	1	-8	-4	-13	-2	3

Another view of part of the listing above:
18. CC(OC(=O)C1CCCC1)C(=O)Nc1ncc(Cl)cc1Cl (stereo not drawn)
19. CCCN(CC(=O)Nc1ccccc1C)C(=O)C1CCN(S(=O)(=O)c2ccc3c(c2)OCCO3)CC1

Screen / compound no.,18,19
SRC1 inh,-14,-7
TRAIL sens C8,-3,5
TLR9-MyD88 inh,6,-5
NCOA3 inh,-11,-16
TROY signal inh,3,-24
NOD2 RIPK2 PPI,-1,0
Vif inh,-3,-11
SRC2 inh,-22,1
LRH-1 inv ag,0,24
NR2F2 inh,-12,0
LMP1 NFkB inh,-3,-12

In the list so far, 9 contain a Cl atom.
Screens in order: SRC1 inh	TRAIL sens C8	TLR9-MyD88 inh	NCOA3 inh	TROY signal inh	NOD2 RIPK2 PPI	Vif inh	SRC2 inh	LRH-1 inv ag	NR2F2 inh	LMP1 NFkB inh
[18] CC(OC(=O)C1CCCC1)C(=O)Nc1ncc(Cl)cc1Cl (stereo not drawn)
→ -14	-3	6	-11	3	-1	-3	-22	0	-12	-3
[25] Clc1c(CSc2nc3ccccc3o2)nc2ccccn12
→ -121	5	-2	-129	-26	-7	.	-42	-147	-41	-8
[28] O=C(Nc1cccc(Cl)c1N1CCCCC1)c1ccc2c(c1)OCCO2
→ -3	-11	-8	20	2	5	15	-16	-2	10	-4
[30] Cc1c(C(=O)NCc2ccc(Cl)c(Cl)c2)sc(=O)n1Cc1ccc(S(C)(=O)=O)cc1
→ 5	6	.	-4	38	2	-5	13	13	85*	.
[37] CS(=O)(=O)N(CC(=O)NCc1cccnc1)Cc1ccc(Cl)cc1
→ 8	-12	-6	-10	14	5	.	-25	-7	4	-4
[38] Cc1cc(N2CCOCC2)nc(SCc2c(Cl)cccc2Cl)n1
→ -9	-6	4	1	19	2	-5	2	-12	-1	3
[42] CCOc1ccc(C(=O)Nc2cc(-c3nc4ccccc4[nH]3)ccc2Cl)cc1[N+](=O)[O-]
→ -23	11	-7	-1	13	4	3	-14	-5	-4	-7
[45] CCC(=O)Nc1ccc(Cl)c(NC(=O)C(C)C)c1
→ 1	1	6	-2	-4	0	7	-21	-22	0	-6
[46] O=C(COC(=O)c1nc(Cl)ccc1Cl)NC1CCCCC1
→ -3	-7	-4	-1	4	-8	1	21	-23	-10	1
